GLS inhibitor = blocks human kidney-isoform glutaminase activity; O94925; GLS enzymatic activity, qHTS titration; Potency, µM (series often up to 45.5 µM), without a hit: at the top dose activity change, negative = inhibition, most hits filed as inhibitors; actives 0.21% (n = 410,000); AID 624170; further: potency means the concentration at half of the fitted maximal effect; on the % scale 0 is the no-effect control and ±100 the full control effect
Target sequence (O94925 whole entry, looked up, canonical isoform): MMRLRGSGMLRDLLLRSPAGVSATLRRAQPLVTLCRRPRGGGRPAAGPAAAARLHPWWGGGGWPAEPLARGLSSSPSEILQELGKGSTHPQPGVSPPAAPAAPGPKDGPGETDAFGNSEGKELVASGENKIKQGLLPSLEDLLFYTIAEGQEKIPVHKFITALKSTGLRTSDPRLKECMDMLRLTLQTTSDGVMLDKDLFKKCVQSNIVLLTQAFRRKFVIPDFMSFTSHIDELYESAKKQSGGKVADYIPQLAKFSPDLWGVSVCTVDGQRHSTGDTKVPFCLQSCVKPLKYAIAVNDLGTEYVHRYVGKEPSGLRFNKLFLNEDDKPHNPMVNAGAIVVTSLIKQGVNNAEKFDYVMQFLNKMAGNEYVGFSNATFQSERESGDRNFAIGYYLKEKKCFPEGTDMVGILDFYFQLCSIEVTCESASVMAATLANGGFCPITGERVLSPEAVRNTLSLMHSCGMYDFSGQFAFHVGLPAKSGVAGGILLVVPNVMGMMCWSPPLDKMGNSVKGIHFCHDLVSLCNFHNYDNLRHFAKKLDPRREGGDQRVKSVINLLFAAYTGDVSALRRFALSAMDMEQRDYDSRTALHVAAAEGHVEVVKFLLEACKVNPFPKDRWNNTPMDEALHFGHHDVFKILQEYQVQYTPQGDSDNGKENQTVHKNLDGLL
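Glutamate formation by hKGA was monitored fluorometrically using coupled glutamate oxidase, HRP and Amplex Red. Substrate was added as 1 mM L-glutamine solution; incubation was 30 min at RT after an initial read.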
Pin1 inhibitor = inhibitors of human Pin1; Pin1 FP peptide displacement, HiFluor488, 10 min; actives 0.009% (n = 390,000); Q13526; Potency, µM (highest dose often 115 µM), for inactives: at the top dose activity, negative = inhibition, actives largely listed as inhibitors; active means well fitted inhibition curve with a large enough effect in the polarisation, with a control signal flat, not every such curve was filed as active; inconclusive means small, poorly fitted or top-dose-only effect, or effect the other way, or a change in a side signal; inactive means no such curve, though single readings can be large or run the other way; the % refers to the polarisation; further: potency means the concentration at half of the fitted maximal effect; on the % scale 0 is the no-effect control and ±100 the full control effect
Target sequence (Q13526 whole entry, looked up): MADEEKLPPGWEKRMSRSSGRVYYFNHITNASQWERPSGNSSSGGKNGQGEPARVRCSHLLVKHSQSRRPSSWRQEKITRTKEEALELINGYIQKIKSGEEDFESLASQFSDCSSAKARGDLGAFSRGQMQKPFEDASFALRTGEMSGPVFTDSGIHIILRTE
TrxR1 inh = blocks rat thioredoxin reductase 1. O89049. recombinant rTrxR1, NADPH fluorescence consumption, selenite substrate. Potency, µM (top dose mostly 114 µM), for the others: at the highest dose activity change, negative = inhibition, usual class: inhibitors. actives 1% (n = 390,000). AID 588453; further: potency means the concentration at half of the fitted maximal effect; on the % scale 0 is the no-effect control and ±100 the full control effect; nearly all actives have a fitted effect of over 65% in size
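Rat TrxR1 (90 nM in the dispensed reagent) was pre-reduced with 400 uM NADPH for 5 min at room temperature, then incubated with compound for 15 min. After 400 uM selenite was added, NADPH fluorescence (Ex 340/Em 450 nm) was followed for 8 min.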
PGK inhibitor = T. brucei PGK inhibition; P07378; PGK/GAPDH coupled, Kinase-Glo luminescence, 60 min; Potency, µM (top dose mostly 57.5 µM), without a hit: top-dose activity change, negative = inhibition, actives largely listed as inhibitors; actives 0.043% (n = 380,000); further: potency means the concentration at half of the fitted maximal effect; on the % scale 0 is the no-effect control and ±100 the full control effect; nearly all actives have a fitted effect of over 60% in size
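Luminescent ATP detection (Kinase-Glo Plus) follows a 60-minute room-temperature incubation, with wells lacking PGK as controls. Buffer: 100 mM TEA (pH 7.6), 5 mM MgCl2, 0.01% Tween-20. Coupling enzyme GAPDH (100 nM final) supplies unstable 1,3-BPG in-well.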
PI4K2A inh = blocks human PI4K2A kinase activity. Q9BTU6. purified PI4K2A, ADP-Glo luminescence, 1 h; active compounds read low. activity change, negative = inhibition, % at 76.9 µM. actives 0.13% (n = 420,000). AID 1346378; in the data active means activity change below about -50%; inconclusive means mostly about -30% to -49%;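 further: -100% = wells without enzyme as full effect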
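In this quantitative HTS, ADP production by PI4K2A was quantified luminescently after 1 h at ambient temperature; 100 microM adenosine served as plate-quality control.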
TrxR1 substrate = substrates of rat thioredoxin reductase 1; purified TrxR1 substrate turnover, NADPH consumption readout; Potency, µM (series often up to 114 µM), for inactives: at the highest dose activity change, negative = substrate turnover; actives 0.01% (n = 390,000); O89049; further: potency means the concentration at half of the fitted maximal effect; on the % scale 0 is the no-effect control and ±100 the full control effect; nearly all actives have a fitted effect of over 50% in size
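Rat TrxR1, dispensed at 90 nM, was prereduced with 400 uM NADPH (final) for 5 min at ~22 deg C, then incubated with compound 15 min before 400 uM selenite. A first-read NADPH fluorescence drop versus no-compound background flagged substrates.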
USP1 inh = inhibitors of human USP1/UAF1 deubiquitinase; actives 0.23% (n = 390,000); Potency, µM (doses to about 57.1 µM), inactives show at the highest dose activity change, negative = inhibition, most hits filed as inhibitors; recombinant USP1/UAF1, Ub-Rhodamine cleavage fluorescence; AID 743255; further: potency means the concentration at half of the fitted maximal effect; on the % scale 0 is the no-effect control and ±100 the full control effect; nearly all actives have a fitted effect of over 60% in size; inactives centre near -12
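High-throughput fluorogenic screen: 1nM USP1/UAF1 complex, Ub-Rho substrate 150nM final, 50mM HEPES pH 7.8 with 0.5mM EDTA, 0.1 mg/ml BSA, 1mM TCEP and 0.01% Tween-20.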
HP1b binding inh = inhibitors of HP1-beta chromodomain binding to methylated histone tails | P83916 | AID 540317 | AlphaScreen HP1-beta / biotin-H3K9me3 peptide binding | Potency, µM (titrated, usually from 114 µM), for the others: at the top dose activity change, negative = inhibition, actives largely listed as inhibitors | actives 0.56% (n = 390,000); further: potency means the concentration at half of the fitted maximal effect; nearly all actives have a fitted effect of over 70% in size; inactives centre near 23
Target sequence (P83916 whole entry, looked up): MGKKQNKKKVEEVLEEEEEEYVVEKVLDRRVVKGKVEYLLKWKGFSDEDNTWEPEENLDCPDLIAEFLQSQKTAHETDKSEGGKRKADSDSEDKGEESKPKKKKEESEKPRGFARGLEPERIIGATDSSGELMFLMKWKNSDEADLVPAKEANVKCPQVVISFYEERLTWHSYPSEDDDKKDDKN
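Compound inhibition of the preformed complex between 50 nM HP1-beta and 50 nM biotinylated H3K9me3 peptide was read by AlphaScreen. Buffer was PBS pH 7.4 with 0.01% Tween-20. Incubations ran 30 min at room temperature, with 10 ug/mL donor/acceptor beads.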
mIDH1 inhibitor = blocks human mutant IDH1 R132H enzyme; actives 0.093% (n = 390,000); AID 602179; IDH1-R132H enzyme, NADPH consumption, diaphorase/resazurin fluorescence; Potency, µM (top dose mostly 76.6 µM), for the others: top-dose activity change, negative = inhibition, usual class: inhibitors; O75874; further: potency means the concentration at half of the fitted maximal effect; on the % scale 0 is the no-effect control and ±100 the full control effect; nearly all actives have a fitted effect of over 65% in size
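IDH1-R132H (0.5 ug/mL dispensed) in pH 7.5 Tris buffer was preincubated 30 min with compound, then given a substrate mix of 0.016 mM NADPH and 2 mM alpha-KG for 80 min at room temperature; remaining NADPH was read by diaphorase/resazurin fluorescence.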
* hit, by the source's call; i = inactive; ? = inconclusive; / = not tested or not shown; & = joins results of further samples; [ ] = remark or other dose. Unless noted, the call rests on the fitted dose curve; in most records, active means well fitted curve in the direction sought with a large enough effect; inconclusive means small, poorly fitted or top-dose-only effect, or another doubt; inactive means no such curve, though single readings can be large; an effect the other way counts as inactive or inconclusive.

SMILES | GLS inhibitor | Pin1 inhibitor | TrxR1 inh | PGK inhibitor | PI4K2A inh | TrxR1 substrate | USP1 inh | HP1b binding inh | mIDH1 inhibitor
CCc1cc(=O)oc2cc(OCC(=O)NC3CC(C)(C)NC(C)(C)C3)ccc12 | -7% | 1% | 19% | -3% | 1 | 35%[activator] | -26% | 25% | -6%
CC(C)(C)S(=O)(=O)c1cnc(N2CCOCC2)nc1N | -8% | 0% | 17%[57.1 µM] | i | -1 | -20%[57.1 µM] | -14% | 23% | 6%
Cc1ccc(CCNC(=O)C2CCC(=O)N2C(C)C)cc1 (configuration not stated) | 4% | 4% | 20% | -6% | 7 | 5% | 1% | 32% | -2%
C=CCn1c(SC2CCOC2=O)nc2sc(C)c(C)c2c1=O (configuration not stated) | -13% | -2% | 1% | 4% | 5 | -7% | -23% | 30% | 4%
Cc1cccc2sc(NC(=O)CCNS(=O)(=O)c3cccc4nonc34)nc12 | -11% | 23% | 7% | 0% | -7 | 1% | -8% | -17% | 9%
CS(=O)(=O)N1CCN(C(=O)NC2CCCCC2)CC1 | 1% | -1% | 30%[57.1 µM] | -3% | 1 | -5%[57.1 µM] | -8% | 33% | 4%
Cc1ccc(Cl)cc1N1CCN(S(=O)(=O)c2ccc(-c3ccc(=O)[nH]n3)o2)CC1 | -16% | 14% | -28% | -2% | 3 | 6% | -14% | 29% | 2%
CC1CC(C)CN(C(=O)CN2C(=O)NC(C)(C)C2=O)C1 (configuration not stated) | -3% | -3% | 2%[57.1 µM] | -15% | 3 | -3%[57.1 µM] | -5% | -11% | -1%
COc1ccccc1NC(=O)CN1CCCN(S(=O)(=O)c2ccc(Br)cc2)CC1 | 1% | 30%[activator] | 12% | -10% | 3 | -7% | -25% | 12% | -9%
CCCCOc1ccc(NC(=O)CSc2ccc(C(=O)O)cn2)cc1 | 6% | -8% | 17% | -4% | -1 | 7% | -26% | 32% | -16%
Cc1c(C(=O)O)sc(S(=O)(=O)N2CCN(C(=O)Cc3ccc(Cl)cc3)CC2)c1C(=O)O | -10% | ? | -8% | -11% | 7 | -2% | -12% | 20% | -1%
Cc1nc2oc(C(=O)c3ccc(Br)cc3)c(N)c2c2c1COC(C)(C)C2 | 2% | -4% | 3%[57.1 µM] | 0% | 8 | -18% | 3% | 30% | -1%
CN(C)S(=O)(=O)c1ccc2c(c1)N(CC(=O)N1CCCCC1)CCS2 | 2% | 1% | 16%[57.1 µM] | -2% | -8 | 0%[57.1 µM] | -13% | 4%[57 µM] | -10%
O=C(NCCN1CCOCC1)c1cccc(S(=O)(=O)Nc2cc(Cl)ccc2Cl)c1 | 8% | 2% | -15% | -6% | -2 | -7% | -17% | 17% | -1%
COc1ccc(OC)c(NC(=O)C2CCCNC2=O)c1 (configuration not stated) | 3% | -6% | -17%[57.1 µM] | i | -9 | -2%[57.1 µM] | -11% | 38%[activator] | 0%
Cc1ncc(C[n+]2csc(CCO)c2C)c(N)n1 | 6% | -1%&-1% | 20%&-11% | 7%&-8% | 0&-1 | 2%&4% | 7%&-20% | 38%&43% | -1%&15%
Cc1nc(CC(=O)c2ccc(O)cc2O)cs1 | 21% | 8% | 6% | 1% | 2 | -4% | -16% | 28% | -1%
O=C(NCc1ccncc1)Nc1ccccc1 | 10% | -8% | 0% | 6% | 0 | 1% | -8% | 29% | 0%
Cc1ccsc1/C=C(\C#N)C(=O)NC1CCS(=O)(=O)C1 (configuration not stated) | 0% | 1% | -1% | i | 2 | -16% | -7% | 24% | -2%
O=C(Nc1ccc(Cl)cc1)NC1CCCc2ccccc21 (configuration not stated) | 7% | 1% | 21% | -5% | -7 | 8%[57.1 µM] | 0% | 7% | -2%
Cc1cccc(Nc2nc(N3CCCC3)nc(N3CCCC3)n2)c1 | 23% | -10% | 19% | 0% | 3 | 3% | -19% | 33%[activator] | 6%
CC(C=NNC(=O)C(=O)NN=CC(C)=Cc1ccccc1)=Cc1ccccc1 | 10% | 0% | 28%[57.1 µM] | i | 1 | 12%[57.1 µM] | -20% | 5%[57 µM] | 9%
O=C(CCN1C(=O)/C(=C/c2ccccc2Cl)SC1=S)N1CCOCC1 | 0% | -4% | -4% | -4% | 4 | 0% | -15% | 32% | 5%
COC(=O)c1cc(Nc2cc(C)nc3ncnn23)cc(C(=O)OC)c1 | -5% | -16% | 3%[57.1 µM] | -4% | -5 | -8%[57.1 µM] | -12% | 46%[activator] | 11%
COc1ccc(NC(=O)N(CCC(C)C)C(C)c2cccs2)c(OC)c1 (configuration not stated) | 3% | -6% | 22%[57.1 µM] | 2% | 1 | 2%[57.1 µM] | -3% | 26% | 0%

Continuation.
SMILES | GLS inhibitor | Pin1 inhibitor | TrxR1 inh | PGK inhibitor | PI4K2A inh | TrxR1 substrate | USP1 inh | HP1b binding inh | mIDH1 inhibitor
C[C@@H](C(=O)Nc1ccc2c(c1)OCCO2)n1c(=O)[nH]c2ccccc2c1=O | 3% | -2% | 27% | -8% | 5 | 8% | -16% | 32%[activator] | 1%
COC(=O)c1ccc(CSc2nnc(NC(C)C)s2)cc1 | 15% | 0% | 28% | -6% | -5 | 5% | 1% | 52%[activator] | 1%
CCCOc1ccc(C(=O)N/N=C/c2c[nH]c3ccc(Br)cc23)cc1 | 3% | -1% | 0%[57.1 µM] | -4% | 0 | -7%[57.1 µM] | -4% | 33% | 1%
Cc1ccc(S(=O)(=O)N2CCOCC2)cc1NC(=O)Cn1nc(C)c([N+](=O)[O-])c1C | 15% | 3% | -2% | 4% | 1 | -4% | -2% | 30% | 1%
CCN(CC)C(=O)Cn1cnc2sc(C(=O)NCCCN3CCOCC3)c(C)c2c1=O | -7% | -8% | 0% | -12% | -2 | -5% | -26% | 26% | 0%
CCOC(=O)c1ccccc1NC(=S)N1CCC(C(N)=O)CC1 | 4% | 5% | -8% | -6% | -23 | 3% | -2% | 41%[activator] | 6%
NS(=O)(=O)c1ccc(NS(=O)(=O)c2ccc(C3CNC(=O)C3)cc2)cc1 (configuration not stated) | -22% | -4% | 4%[57.1 µM] | 0% | -1 | 8%[0.0914 µM] | 2% | 8% | -3%
NC(=S)Nc1ccccc1Br | -8% | -2% | 10%[57.1 µM] | -1% | 1 | 2%[57.1 µM] | -12% | 26% | 7%
O=C(O)Cn1cnc2c(OCc3ccccc3)ncnc21 | -2% | -1% | 26% | -8% | 2 | 2% | -16% | 44%[activator] | -7%
O=C(CSc1ccc(-c2ccncc2)nn1)c1ccccc1 | -7% | 8% | 9% | -1% | 5 | -2% | -5% | 16% | 0%
COc1ccccc1C1C=C(c2ccc(C(C)C)cc2)Nc2nnnn21 (configuration not stated) | 11% | 8% | -1%[57.1 µM] | 7% | 5 | -2%[57.1 µM] | ? | 21% | 5%
Cc1ccc(C)c(NS(=O)(=O)c2ccc(OCC(=O)NCc3ccco3)cc2)c1 | -3% | 4% | -17%[57.1 µM] | -6% | -12 | 11%[57.1 µM] | -16% | 38% | 0%
Cc1cc(C(F)(F)F)n(-c2nc(C(=O)NNS(=O)(=O)c3ccccc3)cs2)n1 | 50%[activator] | 6% | -1%[57.1 µM] | i | 56 | -3% | -4% | 4% | 4%
CCn1nc2cc(C(=O)NCC34CC5CC(CC(C5)C3)C4)ccc2c1OC | -9% | 3% | 26% | -6% | 3 | 50%[activator] | -22% | 39% | -4%
C[C@H](CO)N1C[C@H](C)[C@@H](CN(C)S(=O)(=O)c2ccccc2F)Oc2ncc(Br)cc2C1=O | -4% | / | / | 9% | 3 | / | -28% | / | -3%
COC(=O)c1c(NC(C)=O)sc2c1CCCC2 | 9% | -4% | 1%[57.1 µM] | -5% | -1 | 8%[57.1 µM] | -19% | 33% | 3%
Cc1cccc(C(CC(=O)NCCc2ccccc2)c2ccccc2)c1O (configuration not stated) | 4% | -1% | 22% | -8% | -14 | 9% | -18% | 55%[activator] | 5%
COC(=O)c1c(NC(=O)c2ccc(C(C)(C)C)cc2)sc2c1CCC(C)C2 (configuration not stated) | 7% | -1% | 11% | -5% | -3 | 32%[activator] | -10% | 83%[activator] | 11%
CC(C)OC(=O)CC12CN3CN(C1)CC(CC(=O)OC(C)C)(C3)C2=O | -2% | 0% | 14%[11.4 µM] | i | 2 | 3%[11.4 µM] | -3% | 21% | 5%
CCOc1ccc(C(=O)Nc2ccc(C(=O)OCc3cc(=O)n4c(C)csc4n3)cc2)cc1 | 0% | 107%[activator] | 6%[57.1 µM] | i | 2 | 1%[57.1 µM] | -20% | 57%[activator] | 0%
Cc1[nH]c2ccccc2c1C(=O)CCl | 0% | -3% | ? | -4% | 2 | 1% | -19% | 56%[activator] | 2%
Cc1c(-c2cccc(NC(=O)c3cccs3)c2)nc2ncccn12 | 9% | 3% | 25% | -2% | 4 | 636%[activator] | -1% | 13% | 0%
Cc1ccc(C(=O)NCCNC(=O)COc2ccc(Cl)cc2)cn1 | -3% | 6% | 12% | 2% | 2 | 2% | -4% | 8% | -6%

As entered above.
O=C(O)Cn1cnc2c(OCc3ccccc3)ncnc21 in PGK inhibitor: -8%
COC(=O)c1c(NC(C)=O)sc2c1CCCC2 in USP1 inh: -19%

Not all compounds are listed; the hit share may differ from the screen's.
